# IMPase Li cell: IMPase inhibition in cells with lithium potentiation; CHO-M1 cells, IP1 TR-FRET (IP-One), carbachol + lithium; AID 1457; 210,000 compounds, 0.35% hits; Potency, µM (top dose mostly 59.4 µM), inactives show at the highest dose activity, negative = IMPase inhibition, hits mostly inhibitors;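 also: IP1 builds up when IMPase is blocked and the TR-FRET signal falls; potency is read from the fitted curve at half-maximal effect; plate controls were basal vehicle for no effect and high inhibitor control for full effect; nearly all actives have a fitted effect of over 50% in size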
#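 Readout is a homogeneous TR-FRET IP1 immunoassay (Ex 320, Em 665 and 620), where raised cytosolic IP1 lowers signal. Cells were CHO-M1 treated 30 min at 37C with test compounds plus a little lithium; AC50 values came from Hill-equation fitting.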
# Luc counter: Kinase-Glo luciferase inhibition (counter-screen); 200,000 compounds, 0.28% hits; Kinase-Glo luciferase, ATP luminescence, 8 min; Q27757; AID 1379; Potency, µM (titrated, usually from 38.3 µM), without a hit: at the top dose activity change, negative = inhibition, hits mostly inhibitors; also: potency is read from the fitted curve at half-maximal effect; % is scaled to controls: 0 for no effect and ±100 for the full control effect; nearly all actives have a fitted effect of over 60% in size
#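 Recombinant Kinase-Glo luciferase, 10 uM ATP (linear range), luciferin; imidazole pH 7.2 / KCl / MgCl2 / Tween / BSA buffer; 8 min RT; luminescence.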
# HttQ103 aggreg: mutant huntingtin aggregation inhibition. PC12 HttQ103-GFP aggregates, Acumen cytometry, 40 h. Potency, µM (highest dose often 46.1 µM), for inactives: at the top dose activity change, negative = inhibition, usual class: inhibitors. 220,000 compounds, 1.1% hits; also: potency is read from the fitted curve at half-maximal effect; % is scaled to controls: 0 for no effect and ±100 for the full control effect; nearly all actives have a fitted effect of over 60% in size
#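 Aggregate formation scored by laser-scanning cytometer (488 excitation, 500–530 emission) in lysed PC12 cells expressing Q103-GFP after 100 nM tebufenozide induction; library tested in dose series, with ATPLite reagent added in the multiplex.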
# CBFb RUNX1 block: CBF-beta/RUNX1 interaction disruption | Q01196+Q13951 | AlphaScreen CBFb-His/RUNX1-biotin binding, biochemical | Potency, µM (top dose mostly 59.8 µM), for inactives: top-dose activity, negative = inhibition, hits mostly inhibitors | 230,000 tested, under 10 active | AID 1477; also: % of control where 0% means no effect
# Target sequence (Q01196 whole entry, looked up): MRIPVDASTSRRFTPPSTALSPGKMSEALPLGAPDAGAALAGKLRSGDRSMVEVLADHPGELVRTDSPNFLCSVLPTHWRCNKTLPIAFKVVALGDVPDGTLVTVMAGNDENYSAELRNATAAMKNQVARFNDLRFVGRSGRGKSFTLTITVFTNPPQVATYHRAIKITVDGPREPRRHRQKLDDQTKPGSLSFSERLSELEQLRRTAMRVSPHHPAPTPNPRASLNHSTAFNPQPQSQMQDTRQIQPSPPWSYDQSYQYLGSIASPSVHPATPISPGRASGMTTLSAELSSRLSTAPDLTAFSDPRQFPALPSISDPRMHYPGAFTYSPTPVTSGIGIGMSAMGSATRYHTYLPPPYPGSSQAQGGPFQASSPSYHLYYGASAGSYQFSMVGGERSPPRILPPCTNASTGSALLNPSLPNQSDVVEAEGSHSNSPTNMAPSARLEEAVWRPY
# Target sequence (Q13951 whole entry, looked up): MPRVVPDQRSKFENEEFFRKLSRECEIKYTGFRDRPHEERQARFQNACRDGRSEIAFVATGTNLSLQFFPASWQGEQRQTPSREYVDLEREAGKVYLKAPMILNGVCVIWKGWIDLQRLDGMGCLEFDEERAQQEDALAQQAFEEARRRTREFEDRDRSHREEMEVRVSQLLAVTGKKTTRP
#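 AlphaScreen binding: CBFb-His and RUNX1-biotin (30 nM each) preincubated 20 min, compound added for 15 min, then nickel and streptavidin beads for 90 min, all at room temperature. Disruption of the interaction by any mechanism counts as activity.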
# Epigenetic reg: epigenetic control regulation, reporter derepression; murine LDR cells, GFP reporter derepression, 30 h; Potency, µM (doses to about 53.9 µM), for inactives: at the top dose GFP activation, actives largely listed as activators; 280,000 compounds, 0.2% hits; AID 1865; also: potency is read from the fitted curve at half-maximal effect; % of control where 0% means no effect; nearly all actives have a fitted effect of over 60% in size
#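 Readout is the number of GFP-expressing murine LDR cells, counted by cytometry following washing. Cells were treated with compound for 30 h at 37 C; the stably integrated CMV-GFP locus is normally silent.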
# NPSR antag: blocks cAMP signaling of the human neuropeptide S receptor | Q6W5P4 | CHO-NPSR cells, cAMP TR-FRET, antagonist mode | Potency, µM (top dose mostly 38.3 µM), for inactives: at the top dose activity change, negative = inhibition, usual class: inhibitors | 220,000 compounds, 1% hits | AID 1461; also: potency is read from the fitted curve at half-maximal effect; % is scaled to controls: 0 for no effect and ±100 for the full control effect; nearly all actives have a fitted effect of over 50% in size; many of its hits are not listed in these tables
# Target sequence (Q6W5P4 whole entry, looked up): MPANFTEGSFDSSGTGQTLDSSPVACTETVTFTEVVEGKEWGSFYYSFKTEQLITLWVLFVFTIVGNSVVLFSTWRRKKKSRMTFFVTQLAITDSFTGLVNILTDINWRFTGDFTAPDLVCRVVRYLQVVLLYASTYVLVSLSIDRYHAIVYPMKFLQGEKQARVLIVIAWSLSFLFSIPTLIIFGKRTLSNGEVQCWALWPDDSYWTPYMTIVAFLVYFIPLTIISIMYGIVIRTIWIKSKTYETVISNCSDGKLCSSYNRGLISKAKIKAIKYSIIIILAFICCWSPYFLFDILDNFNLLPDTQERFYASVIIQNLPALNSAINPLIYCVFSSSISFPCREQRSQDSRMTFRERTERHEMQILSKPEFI
# L3MBTL1 inh: inhibitors of human L3MBTL1 | Q9Y468 | AlphaScreen L3MBTL1–H3K9me1 peptide binding | Potency, µM (doses to about 57.1 µM), for the others: at the highest dose activity, negative = inhibition, hits mostly inhibitors | 230,000 compounds, 0.66% hits; also: potency is read from the fitted curve at half-maximal effect; % is scaled to controls: 0 for no effect and ±100 for the full control effect; nearly all actives have a fitted effect of over 60% in size
#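 L3MBTL1 50 nM + b-AHA-H3(1-15)K9me1 75 nM, 30 min RT; compound added, 30 min RT; streptavidin donor/Ni-chelate acceptor beads 10 ug/mL each final, 30 min RT dark; AlphaScreen read.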
# Starred values were filed as active, the others as inactive; ? = inconclusive; . = not tested or not shown; & = joins results of further samples; [ ] = dose if it differs, or a comment. Calls follow the shape of the dose curve; as a rule, active = well fitted curve in the direction sought with a large enough effect; inconclusive = small, poorly fitted or top-dose-only effect, or another doubt; inactive = no such curve, though single readings can be large; an effect the other way counts as inactive or inconclusive.
cpd	structure	IMPase Li cell	Luc counter	HttQ103 aggreg	CBFb RUNX1 block	Epigenetic reg	NPSR antag	L3MBTL1 inh
1	CCn1cc(C(=O)O)c(=O)c2cc(F)c(N3CCN(S(=O)(=O)c4ccc5c(c4)OCCO5)CC3)cc21	1%	-1%	14%	10%	-0.5%	-19%	3%
2	O=C(NCc1ccco1)c1cccc(S(=O)(=O)N2CCc3ccccc32)c1	12%	4%	20%	-3%	0.0%	-5%	-14%
3	C/C(=N\NC(=S)Nc1ccc(C)cc1)c1cc2ccccc2o1	.	.	4%[9.22 µM]	3%	2.2%	15%	?
4	Cc1cc(NC(=O)CCCC(=O)NCc2cccs2)no1	3%[38.3 µM]	-1%	-3%	4%	-4.5%	6%[46.1 µM]	1%
5	COCCCNC(=O)c1nc2c(nnn2Cc2cc(C)ccc2C)c(=O)[nH]1	7%	2%	9%	0%	-0.8%	-16%[46.1 µM]	15%
6	Cc1nn(CC(=O)NNC(=S)Nc2ccccc2)c(C)c1[N+](=O)[O-]	-1%	3%	11%	3%	0.9%	-9%[46.1 µM]	4%
7	CCOC(=O)Cn1c(=O)c2c(nc3n2CCCCN3c2ccc(C)cc2)n(C)c1=O	18%[38.3 µM]	1%	-5%	7%	-1.0%	-1%[46.1 µM]	.
8	COc1ccccc1NS(=O)(=O)c1cc(NC(=O)c2cc(=O)[nH]c3ccccc23)ccc1N1CCOCC1	.	.	-20%[9.22 µM]	-6%	3.8%	-12%	.
9	Cn1c(=O)cc(OCCCC(=O)NCCCN2CCN(Cc3ccccc3)CC2)c2ccccc21	0%[38.3 µM]	0%	7%	11%	-2.7%	-7%[46.1 µM]	-6%
10	COc1ccc(CCNC(=O)C2CCCN2S(=O)(=O)c2ccc(F)cc2)cc1OC (configuration not stated)	3%	2%	-6%[9.22 µM]	2%	5.8%	-1%	13%
11	Oc1[nH]c2ccc(Br)cc2c1N=Nc1ccc(C(F)(F)F)cn1	-10%	2%	7%	11%	-1.1%	-43%	-10%
12	C=CCOc1ccccc1CNn1nnnc1N	3%[38.3 µM]	4%	-1%	-3%	-1.0%	6%[46.1 µM]	.
13	CCOC(=O)C(CC)Sc1nc2c(c(=O)[nH]c(=O)n2C)n1CCc1ccccc1 (configuration not stated)	-10%[38.3 µM]	-4%	-7%	4%	0.8%	-28%[46.1 µM]	27%
14	CC(=O)c1cc2c(cc1NC(=O)C1CCC1)OCO2	0%	-2%	-3%[9.22 µM]	6%	-8.7%	13%	26%
15	Cc1cc(C)cc(-n2nnc(C(=O)NCc3ccc(Cl)cc3)c2N)c1	36%[38.3 µM]	2%	-13%	14%	-1.0%	-28%[46.1 µM]	-6%
16	Cc1cc(C)c(NC(=O)CN2C(=O)NC3(CCOc4ccccc43)C2=O)c(C)c1 (configuration not stated)	-9%[38.3 µM]	-3%	8%	1%	0.0%	-1%[46.1 µM]	.
17	Cc1ccc(-c2[nH]c3ccccc3c2SCCNC(=O)c2ccc(S(=O)(=O)N3CCOCC3)cc2)cc1	8%	-2%	-20%	0%[2.36 µM]	0.4%&4.5%	-24%	-9%
18	O=C1C=C(NCCOC23CC4CC(CC(C4)C2)C3)C2(CCCCC2)O1	-3%	-1%	-3%	-5%	-2.1%	-47%	22%
19	Cc1ccccc1OCCOc1cccc(/C=N/NC(=O)Cc2nnc(N)s2)c1	10%[38.3 µM]	1%	?	-1%	-1.1%	6%[46.1 µM]	6%
20	O=C1NCCN1Cc1cccc(Cl)c1	21%[38.3 µM]	-1%	-1%	5%	-1.2%	-4%[46.1 µM]	-3%
21	CCCCCCCCCCCCCCC(C(=O)OC)C(O)(CC(=O)OC)C(=O)OC (configuration not stated)	-3%	0%	.	.	1.4%	.	.
22	COc1ccc(CC(=O)N2N=C(C)CC2(O)c2cccnc2)cc1 (configuration not stated)	23%[38.3 µM]	-4%	14%	-3%	-2.4%	-1%[46.1 µM]	.
23	COc1cccc(-n2c(Cn3nc(C(F)(F)F)cc3C)n[nH]c2=S)c1	0%	1%	3%	-3%	0.0%	3%	2%
24	CCOC(=O)CSc1nc2c(sc(=S)n2Cc2ccco2)c(=O)n1-c1ccc(F)cc1	7%[38.3 µM]	-1%	0%	-15%	-1.0%	?	-8%
25	Cc1cc(C(=O)N/N=C/c2ccc(O)c([N+](=O)[O-])c2)c(C)n1-c1ccc(F)cc1	9%	-2%	17%	-29%	0.0%	-56%	-30%
26	CC(C)OCCCNC(=O)Cn1nc(-c2ccccc2)ccc1=O	.	.	-15%	5%	0.0%	8%[46.1 µM]	16%
27	CCOC(=O)COc1nc(OC)nc(N2CCOCC2)n1	22%[38.3 µM]	-2%	8%	4%	-2.1%	1%[46.1 µM]	-13%[11.4 µM]
28	Cc1c(Cl)cccc1NC(=S)NCC(C)C	2%	3%	24%	6%	0.1%	-8%	-10%
29	O=C(c1ccc(S(=O)(=O)N2CCOCC2)cc1)N(Cc1ccco1)Cc1cccs1	12%[38.3 µM]	-3%	?	-1%	-1.0%	0%[46.1 µM]	-1%
30	Cc1cccc(OCCCC(=O)Nc2ccc(S(=O)(=O)Nc3onc(C)c3C)cc2)c1C	28%[38.3 µM]	-2%	13%	-3%	0.0%	-18%[46.1 µM]	?

# Next records follow.
cpd	structure	IMPase Li cell	Luc counter	HttQ103 aggreg	CBFb RUNX1 block	Epigenetic reg	NPSR antag	L3MBTL1 inh
31	O=C(NC1CCCC1)c1ccc([N+](=O)[O-])s1	0%	-2%	-24%	5%	1.5%	40%	.
32	COC(=O)c1ccccc1NC(=O)C(=O)NCc1ccncc1	-10%	2%	12%	1%	2.3%	-3%	-1%
33	O=C1CCCC/C1=C\Nc1ccc(O)cc1	45%[activator][38.3 µM]	-12%	7%	?	2.9%	-16%[46.1 µM]	?
34	COc1ccc(OC)c(-c2nc(CN3CCCCC3c3cccnc3)c(C)o2)c1 (configuration not stated)	15%	-3%	-4%[9.22 µM]	2%	3.0%	-6%	-11%
35	Cc1cc2nnn(-c3nnc(-c4ccccc4)c4ccccc34)c2cc1C	10%[38.3 µM]	0%	-2%	4%	0.0%	?	-4%
36	COC(=O)C1=C(C)Nc2ncnn2C1c1ccc(OCc2ccccc2)cc1 (configuration not stated)	-12%[38.3 µM]	-4%	?	-4%	0.7%	-7%[46.1 µM]	9%
37	CCOc1cc(-c2noc(-c3cccnc3)n2)ccc1OC	3%[38.3 µM]	-1%	-33%	2%	0.0%	-17%[46.1 µM]	.
38	COc1ccc(C2=NCCc3cc(OC)c(OC)cc32)cc1OC	2%	-3%	-12%	15%	-1.6%	28%	7%
39	COCCN=c1scc(-c2ccco2)n1/N=C/c1ccc(O)c(O)c1O	20%	-2%	?	.	-0.4%	-20%	1.4µM*
40	CSc1nnc(CNC(=O)C23CC4CC(CC(C4)C2)C3)n1Cc1ccccc1	-2%	1%	-2%	2%	-1.1%	0%	2%
41	CCCCCCCCCCCC(=O)N/N=C/c1ccco1	19%[38.3 µM]	-4%	-2%	2%	2.7%	-19%[46.1 µM]	.
42	CC1CCCC(NC(=O)COC(=O)Cc2cn3ccsc3n2)C1C (configuration not stated)	-4%[38.3 µM]	0%	7%	3%	-0.7%	-1%[46.1 µM]	-4%
43	COCc1nc2sc3c(c2c(=O)[nH]1)CCCC3	-5%	-7%	-4%	12%	1.3%	1%	3%
44	Oc1ccc(CNc2ccccc2)c2cccnc12	-7%[38.3 µM]	0%	?	?	1.1%	-10%[46.1 µM]	?
45	O=C(CN1CCN(Cc2ccccc2)CC1)Nc1ccc([N+](=O)[O-])cc1C(=O)Nc1ccccc1F	13%	-2%	?	5%	-0.9%	-20%	-16%
46	CCc1nnc(NC(=O)c2ccc(OC)cc2)s1	-2%	-4%	-15%	-1%	-0.1%	-3%	.
47	CC(C)OC(=O)CSc1nc(-c2ccc(F)cc2)nc2ccc(F)cc12	-8%[38.3 µM]	-4%	28%	1%	0.0%	-4%[46.1 µM]	-3%
48	C/C(CCN1CCCCc2nc(C)c(C)cc21)=N\O[C@H](C)c1cn([C@H](CO)Cc2ccccc2)nn1	19%	-1%	-2%	-2%[2.36 µM]	4.2%	-1%	-1%
49	O=C(Nc1ccc(S(=O)(=O)Nc2ncccn2)cc1)c1ccccc1NS(=O)(=O)c1ccc(Cl)cc1	.	.	9%[9.22 µM]	14%	-0.1%	3%	.
50	Cc1ccc(S(=O)(=O)c2ccc(-n3nc(C)cc3N)cc2)cc1	11%	1%	-2%	5%	0.6%	11%	-4%
51	Cc1nc2c(C)cccn2c1C(=O)N/N=C/c1ccccc1[N+](=O)[O-]	.	.	-15%[9.22 µM]	5%	7.9%	11%[7.67 µM]	-3%
52	COc1ccc(Cn2nnnc2C(C(C)C)N2CCN(c3ccccc3OC)CC2)cc1 (configuration not stated)	27%[38.3 µM]	-20%	-16%	0%	0.9%	-21%[46.1 µM]	.
53	O=C(Nc1c2c(nc3c1CCC3)CCCC2)c1ccccn1	0%	-1%	-20%	-4%	-1.8%	16%	1%
54	COc1ccc(OC)c(S(=O)(=O)n2nnc3ccccc32)c1	4%[38.3 µM]	3%	5%	1%	-1.0%	3%[46.1 µM]	10%
55	COc1ccc(-c2nnc(SCC(=O)N3CCOCC3)o2)cc1	-7%[38.3 µM]	4%	-12%	3%	-0.5%	8%[46.1 µM]	2%
56	CCc1cccc2c(-c3csc(=NC)n3C)c[nH]c12	3%	-1%	-6%	-14%	0.0%	-28%	-1%
57	C/C(=N\Nc1ccc(C(=O)O)cc1)c1nc2ccccc2n1C	5%	1%	22%	8%	-1.0%	0%	7%
58	O=C1NN(c2cccc(Br)c2)C(=O)/C1=C/c1cccs1	.	.	-14%[9.22 µM]	11%	-1.1%	-54%	.
59	COc1ccc(C(=S)N2CCN(C)CC2)cc1	15%[38.3 µM]	-1%	0%	-1%	-0.1%	?	.
60	N/C(=N\OC(=O)CCCOc1ccccc1)c1cccc([N+](=O)[O-])c1	5%	-7%	-11%	-4%	-0.2%	7%	-3%

# Continuation:
cpd	structure	IMPase Li cell	Luc counter	HttQ103 aggreg	CBFb RUNX1 block	Epigenetic reg	NPSR antag	L3MBTL1 inh
61	CCNC(=O)c1c(C)nc2ccccn12	-16%[38.3 µM]	-1%	-18%	5%	-1.7%	?	11%
62	CCCn1c(=O)c2ccccc2n2c(SCc3nnc(-c4ccccc4Br)o3)nnc12	7%[38.3 µM]	-1%	-27%	3%	0.8%	-26%[46.1 µM]	6%
63	Cc1ccc(OC(=O)c2oc3ccc(F)cc3c2C)c(C)c1	-5%[38.3 µM]	-5%	-8%	12%	8.6%	?	37%[activator]
64	O=C(CNCC1CCCCC1)Nc1ccccc1N1CCCCC1	7%[38.3 µM]	0%	6%	2%	0.0%	-29%[46.1 µM]	3%

# An excerpt; rates above refer to the full screens.
